Assay outcomes deposited in PubChem by several laboratories.
TRPC4 inh: inhibitors of mouse TRPC4 channel. Q9QUQ5. B-score at 10 µM. AID 2247. HEK293 TRPC4beta/mu-opioid, DAMGO-evoked Fluo4 calcium flux; active compounds read low. hit rate 0.39% among 300,000;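 active = B-score over 3 SD under the library average, no early fluorescence shift, positive overall ratio signal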
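Material: HEK293 cells with stable TRPC4beta plus mu-opioid receptor expression; probe or stimulus: DAMGO in two steps, submaximal then maximal; technique: Fluo4 calcium fluorescence by kinetic imaging, 5 s 1 Hz baseline; measure: integrated fluorescence ratio relative to baseline, converted to per-well B score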
KLF5 inhibitor: inhibitors of KLF5 expression; DLD-1 KLF5 promoter-luciferase reporter, luminescence; inhibition, % at 5 µM; AID 1700; hit rate 0.23% among 290,000;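 active = inhibition above a per-plate limit of that plate's mean compound inhibition plus 3 SD, cut at about 60% in these data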;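 also: 0% = DMSO wells and 100% = LY294002 at 200 µM; higher means less KLF5 promoter-driven luciferase light; inactives centre near -14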
MrgX1 antag: blocks BAM8-22 activation of human MrgX1 receptor. hit rate 1.3% among 310,000. B-score at 10 µM. MRGX1-HEK293 calcium flux, Fluo-4, BAM8-22 antagonism; active compounds read low;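 active = calcium-response B-score plate-corrected more than 3 library SD below zero, starting fluorescence within 5 deviations, no agonist response on first addition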;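 also: peak minus trough fluorescence over baseline after final BAM8-22 challenge near maximal dose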
TRPC4 potent: TRPC4 (mouse) allosteric potentiation; Q9QUQ5; HEK293 TRPC4beta/mu-opioid, DAMGO EC20, Fluo-4 Ca2+ flux; active compounds read high; hit rate 0.42% among 310,000; B-score at 10 µM;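 active = B-score of calcium response area above 5 SD of library B-scores, with initial fluorescence ratio within 5 SD of library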;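 also: B-score of integrated fluorescence ratio over time as area under calcium response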
TRPC6 inhibitor: inhibitors of mouse TRPC6 channel; HEK293-TRPC6, membrane potential dye, ACh-evoked depolarization; active compounds read low; hit rate 1.1% among 310,000; B-score at 10 µM; AID 2553; Q61143;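 active = B-score under library mean minus 3 SD, initial fluorescence not abnormally high, positive integrated signal ratio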;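 also: B-score derived from integrated fluorescence ratio over the kinetic read; more negative B-score means stronger inhibition of depolarization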
Target sequence (Q61143 whole entry, looked up): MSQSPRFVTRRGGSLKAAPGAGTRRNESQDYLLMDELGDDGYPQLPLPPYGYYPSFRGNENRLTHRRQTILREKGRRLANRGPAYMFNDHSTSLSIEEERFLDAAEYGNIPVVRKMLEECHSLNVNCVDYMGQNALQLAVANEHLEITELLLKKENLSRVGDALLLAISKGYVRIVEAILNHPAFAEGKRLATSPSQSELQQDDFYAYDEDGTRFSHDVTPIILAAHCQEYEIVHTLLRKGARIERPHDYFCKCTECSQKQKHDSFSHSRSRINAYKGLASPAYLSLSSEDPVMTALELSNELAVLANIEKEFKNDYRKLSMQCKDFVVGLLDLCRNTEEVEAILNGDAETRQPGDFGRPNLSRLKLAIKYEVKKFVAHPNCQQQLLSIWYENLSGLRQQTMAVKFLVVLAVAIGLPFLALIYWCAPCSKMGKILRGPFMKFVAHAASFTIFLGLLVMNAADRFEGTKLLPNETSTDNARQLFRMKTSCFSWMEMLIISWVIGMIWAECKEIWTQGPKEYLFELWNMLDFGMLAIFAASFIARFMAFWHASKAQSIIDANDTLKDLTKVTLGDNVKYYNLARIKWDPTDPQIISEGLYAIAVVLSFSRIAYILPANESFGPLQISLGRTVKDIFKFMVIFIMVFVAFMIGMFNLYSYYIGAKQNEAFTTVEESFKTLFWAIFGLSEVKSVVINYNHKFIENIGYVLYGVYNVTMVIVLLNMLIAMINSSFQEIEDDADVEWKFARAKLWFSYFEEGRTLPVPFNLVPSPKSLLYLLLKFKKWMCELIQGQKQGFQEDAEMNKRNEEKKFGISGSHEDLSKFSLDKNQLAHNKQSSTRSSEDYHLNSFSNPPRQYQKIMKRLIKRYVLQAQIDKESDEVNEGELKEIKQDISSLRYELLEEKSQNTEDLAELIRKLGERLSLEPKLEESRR
aSyn 5UTR inh: 5' untranslated region of α-synuclein, MLPCN primary screen; alpha-synuclein 5'UTR reporter, inhibitor activity; inhibition, % (tested at 7.5 µM); hit rate 0.82% among 300,000; AID 1813; in the data active = inhibition above about 60%;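 also: H4 neuroglioblastoma cells stably carrying SNCA 5'UTR luciferase fusion; 0% = DMSO wells and 100% = positive control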
IEC-6 tox: IEC-6 cytotoxicity, counter-screen for KLF5 inhibitors | luminescence viability | inhibition, % at 5 µM | hit rate 0.78% among 290,000; in the data active = inhibition above about 22%;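 also: 0% = plate median of test compound wells and 100% = cytotoxic reference compound wells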
TRPC4 agonist: TRPC4 (mouse) channel activation; Q9QUQ5; HEK293 TRPC4beta/mu-opioid, Fluo4 calcium fluorescence; active compounds read high; B-score at 10 µM; hit rate 0.49% among 310,000;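 active = B-score above 5 SD of library B-scores, and initial fluorescence ratio not above library mean plus 5 SD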;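 also: positive B-score marks a calcium rise read as TRPC4 activation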
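Incubation: 45 min room-temperature Fluo4 loading, 110 s read / System: HEK293 cells stably co-expressing mouse TRPC4beta and mu-opioid receptor / Signal: Fluo4 fluorescence, kinetic / Control set: buffer (low) and maximal DAMGO (high) / Measure: integrated baseline-normalised fluorescence ratio, converted to per-well B score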
SKKanGAS inh: inhibitors of SKKanGAS S. pyogenes growth in kanamycin (SK-promoter or general growth effect); BacTiter-Glo, 6 h; inhibition, % at 7.5 µM; hit rate 1.3% among 300,000; AID 1662;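 active = mean replicate score, as percent of positive control median, at least 50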;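 also: strain carries kanamycin resistance gene driven by streptokinase promoter and grows in 40 µg/ml kanamycin; loss of luminescence reflects streptokinase promoter inhibition or plain growth inhibition; 0% = median of DMSO wells and 100% = positive control at its reference dose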
TRPC6 activator: mouse TRPC6 channel activation. Q61143. HEK293-TRPC6 membrane potential dye fluorescence; active compounds read high. B-score at 10 µM. AID 2550. hit rate 0.13% among 310,000;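 active = B-score of the integrated fluorescence ratio above library mean plus 3 SD, and starting fluorescence ratio within library mean plus 5 SD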;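 also: higher score means more depolarization so channel activation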
HIF activator: HIF pathway transcriptional activation. U2OS HRE-luciferase reporter, luminescence; normalized: DMSO 0%, desferrioxamine 100%. activation, % at 7.5 µM (by protocol). hit rate 0.32% among 300,000;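 active = mean activation of at least 10% of the iron chelator positive control signal, with at least half of replicates also reaching 10%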
* hit, by the source's call; i = inactive; . = not tested or not shown.

Values run as follows: TRPC4 inh	KLF5 inhibitor	MrgX1 antag	TRPC4 potent	TRPC6 inhibitor	aSyn 5UTR inh	IEC-6 tox	TRPC4 agonist	SKKanGAS inh	TRPC6 activator	HIF activator
CCOc1ccc2c(c1)OC1(CCC(C)C1)CC2=O (stereo unspecified)
    i	.	i	i	i	30	.	i	2	i	1.4
COc1ccc(CCNC(=O)C2CCCN2C(=O)Nc2cccc(OC)c2)cc1 (stereo unspecified)
    i	-18	i	i	i	2	-2	i	4	i	-0.1
c1ccc(CCn2nnnc2C(c2cccs2)N2CCN(Cc3ccc4c(c3)OCO4)CC2)cc1 (stereo unspecified)
    i	-13	i	i	i	12	4	i	-2	i	-20
C=CCc1cc(C)ccc1OCCOCCN1CCN(C)CC1
    i	-44	i	i	i	12	1	i	-1	i	0.6
Cc1cc(C)n(CC(=O)NC2CCCc3c2cnn3-c2ccccc2F)n1 (stereo unspecified)
    i	-39	i	i	i	-4	-2	i	3	i	-2.0
COc1ccc(-c2nc(CCl)cs2)cc1OC
    i	-31	i	i	i	-17	-7	i	3	i	1.4
CCN(CC(=O)NCCc1ccc(F)cc1)Cc1nc2ccccc2c(=O)[nH]1
    i	6	i	i	i	11	5	i	3	i	0.5
Cc1ccc(CNC(=O)CCc2nnc3ccc(N4CCC5(CC4)OCCO5)nn23)cc1
    i	4	i	i	i	17	-1	i	3	i	0.3
CC(C(=O)OCC(=O)Nc1ccc(S(=O)(=O)N2CCCCC2)cc1)N1C(=O)c2ccccc2C1=O (stereo unspecified)
    i	-14	i	i	i	-2	-4	i	3	i	0.1
Cc1c(Cl)c(C(=O)N2CCCCCC2)nn1C
    i	-2	i	i	i	-3	-4	i	-3	i	-0.1
O=S(=O)(c1ccccc1)c1ncc(C(F)(F)F)cc1Cl
    i	28	.	i	i	-12	0	i	-5	i	1.0
COC(=O)c1ccccc1S(=O)(=O)Oc1ccc(-c2ccc(C(=O)O)cc2)cc1
    i	0	i	i	i	-2	2	i	6	i	1.4
CCN(CC)S(=O)(=O)c1ccc(-c2nnc(SCC(=O)Nc3ccc(OC)cc3)o2)cc1
    i	5	i	i	i	14	1	i	-6	i	-0.7
COC(=O)C1=C(C)N(Cc2cccnc2)C(=O)/C1=C\c1sccc1C
    i	-3	i	i	i	17	-3	i	-16	i	-0.7
CC(C)CN(C)Cc1c(C(=O)N2CCc3ccccc3C2)nc2ccc(Cl)cn12
    i	12	i	i	i	46	7	i	1	i	0.0
C=CCn1c(COc2ccc(Cl)cc2)nnc1SCC(=O)c1c(N)n(C)c(=O)n(C)c1=O
    i	-14	i	i	i	-9	3	i	-7	i	-0.2
CC(=O)c1c(C(C)=O)c(C)n(-c2cccc3cccnc23)c1C
    i	-18	i	i	i	-16	11	i	1	i	-0.2
O=C(c1ccncc1)N1CCN(C2CCC(c3ccccc3)CC2)CC1 (stereo unspecified)
    i	-38	i	i	i	-8	-5	i	1	i	-0.3
N#Cc1nc(-c2ccccc2)oc1N1CCN(C(=O)c2ccco2)CC1
    i	-13	i	i	i	2	-6	i	-2	i	0.1
CC(C)(C)OC(=O)NOCC(=O)N(Cc1ccccc1)CC(O)COc1ccccc1 (stereo unspecified)
    i	.	i	i	i	12	.	i	5	i	-2.8
NC(=O)c1ccccc1N/C=C/C(=O)c1cccs1
    i	6	i	i	i	-48	3	i	5	i	1.4
CC(C)CCn1c(=O)c(C(=O)N/N=C/c2cccc(F)c2)c(O)c2ccccc21
    i	-22	i	i	i	5	-2	i	81*	i	-0.1
O=C(Nc1nnc(-c2ccccc2Cl)o1)c1cccnc1
    i	-42	i	i	i	-94	1	i	-4	i	1.0
O=C(NCc1ccc2c(c1)OCO2)c1ccncc1
    i	-19	i	i	i	3	1	i	-6	i	-0.8
CC(=O)C1=C(O)CC(c2ccccc2)CC1=NCCc1c(C)[nH]c2ccc(C)cc12 (stereo unspecified)
    i	-9	i	i	i	8	3	i	8	i	-0.1
CCOc1ccccc1N1C(=O)CC(Sc2ncccc2C(=O)O)C1=O (stereo unspecified)
    i	-32	i	i	i	26	11	i	-7	i	-0.3
O=C(NCCCCNC(=O)C1CCCC1)C1CCCC1
    i	18	i	i	i	-9	0	i	-16	i	-0.3
O=C(CCc1ccccc1)NNC(=O)Nc1cccc(Cl)c1
    i	-5	i	i	i	-5	-5	i	-6	i	-0.4
Nn1c(SCC(=O)Nc2ccc(F)cc2)nnc1-c1cccnc1
    i	5	i	i	i	-3	-4	i	-8	i	-0.8
Cc1nc2ccccc2nc1SCC(=O)c1ccccc1
    i	3	i	i	i	16	8	i	9	i	0.3

Following part.
canonical_smiles,TRPC4 inh,KLF5 inhibitor,MrgX1 antag,TRPC4 potent,TRPC6 inhibitor,aSyn 5UTR inh,IEC-6 tox,TRPC4 agonist,SKKanGAS inh,TRPC6 activator,HIF activator
O=C(O)CCN(CCC(=O)O)S(=O)(=O)c1ccccc1,i,14,i,i,i,2,0,i,-1,i,-0.1
CCCNC(=O)CC(NS(=O)(=O)c1ccc(Cl)cc1)c1ccco1 (stereo unspecified),i,3,i,i,i,14,-7,i,-1,i,-0.9
CCOC(=O)C1(CCCc2ccccc2)CCN(C(=O)CCOC)CC1,i,1,i,i,i,14,1,i,5,i,-0.1
COC(=O)c1cc(NC(=O)Nc2cccc(Cl)c2)ccc1Cl,i,4,-4.7*,i,i,-53,6,i,22,i,1.2
COc1ccccc1-c1coc2cc(OC(=O)N3CCOCC3)ccc2c1=O,i,-31,i,i,i,-18,-6,i,0,i,1.6
CSc1nc(SCCO)c2sc3nc(-c4ccco4)c4c(c3c2n1)CC(C)(C)OC4,i,-10,.,i,i,11,-9,i,9,i,0.2
CCn1c(SCc2ccc(F)cc2)nnc1-c1nn(-c2ccccc2)ccc1=O,i,-37,i,i,i,-1,-1,i,-4,i,0.2
CCOC(=O)C1(CCCc2ccccc2)CCN(C(=O)CN2CCOC2=O)CC1,i,-12,i,i,i,32,0,i,-11,i,0.8
COc1ccc(CN(C(=O)c2ccco2)c2ccc(C)cc2)cc1OC,i,5,i,i,i,1,-5,i,0,i,-0.5
O=C(CSc1nnc2c(n1)[nH]c1ccc(F)cc12)Nc1ccccc1F,i,-62,i,i,i,1,7,i,5,i,1.2
CCn1c(SCC(=O)NC2CC2)nnc1-c1ccccc1OC,i,-8,i,i,i,-7,2,i,-9,i,-0.4
CCOC(=O)C1=C(c2ccccc2)N=C2SCC(=O)N2C1c1ccc(O)c(OC)c1 (stereo unspecified),i,-30,i,i,i,13,0,i,13,i,-0.5
Cc1ccc(SCc2ccc(C(=O)Nc3ccccc3C(=O)NC(C)C)cc2)cc1,i,-20,i,i,i,13,1,i,5,i,2.0
O=C(CSc1nc(-c2ccccc2)c(-c2ccccc2)[nH]1)Nc1ccc2c(c1)OCO2,i,3,i,i,i,-37,-5,i,8,i,0.3
CCN1C(=O)/C(=C2/C=Cc3ccccc3N2C)OC1=S,i,-46,i,i,i,-200,3,i,-5,i,4.2
CN(C(=O)Nc1cnc2ccccc2c1)c1ccccc1,i,-31,i,i,i,-89,-2,i,-17,i,2.6
CC(O)c1nc2ccccc2n1CCCCOc1ccccc1 (stereo unspecified),i,-4,i,i,i,19,3,i,3,i,0.9
CC(=O)Nc1nnc(/C=C/c2cccc([N+](=O)[O-])c2)s1,i,-58,i,i,i,-52,2,i,6,i,2.1
Cn1cnnc1SC1CCCCC1NS(=O)(=O)c1ccccc1 (stereo unspecified),i,-26,i,i,i,9,2,i,0,i,0.1
Cc1ccc(NC(=O)c2ccc(OCC3CCCO3)cc2)c(C)c1 (stereo unspecified),i,-33,i,i,i,-54,1,i,-3,i,1.1
Cc1ccc2nc(NC(=O)CSCC(=O)OCC(=O)c3ccccc3)sc2c1,i,4,i,i,i,62*,-5,i,0,i,-1.7
O=C(O)C1CC(=O)N(Cc2ccc3c(c2)OCO3)C1 (stereo unspecified),i,-15,i,i,i,1,-1,i,-11,i,-0.3
CCOC(=O)C1=C(Nc2ccccc2)CC(C)(O)C(C(=O)OCC)C1c1ccccc1 (stereo unspecified),i,-26,i,i,i,14,3,i,-17,i,-0.1
